hcDAF-12 act: activators of H. contortus DAF-12 nuclear receptor; HEK293 hcDAF-12 lit1-tk-luc reporter, luminescence; 0% DMSO, 100% Δ7-dafachronic acid; 370,000 compounds, 1.4% hits; activation, % at 6.8 µM;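 active means activation above the mean of all tested compounds plus 3 SD, cut at about 5.5% in these data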;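 further: 100% = response to 3 µM Δ7-dafachronic acid high control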
PLC-gamma1 inh: PLC-gamma1 (human) inhibition, primary screen; P19174; purified PLC-gamma1, fluorogenic substrate, fluorescence; inhibition, % at 12.2 µM; 370,000 compounds, 0.84% hits; AID 720700; in the data active means inhibition above about 9.5%
DAX1 inh-1: blocks DAX1 repression of SF-1 activated StAR promoter; AID 652010; inhibition, % at 6.8 µM; 370,000 compounds, 1.1% hits; HEK293T StAR-luciferase reporter, SF-1/DAX-1 repression relief;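 active means inhibition above the mean over all tested compounds plus 3 SD, cut at about 3.6% in these data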;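 further: 0% = DAX-1 cells with DMSO and 100% = cells lacking DAX-1 with DMSO; higher inhibition means more luminescence from relief of DAX-1 repression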
SMARCA2 act: increases SMARCA2 function in MMTV reporter cells. MG213 cells, MMTV-luciferase reporter, dexamethasone, overnight. activation, % at 9.1 µM. 370,000 compounds, 1% hits. AID 652017; in the data active means activation above about 7.8%;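 further: 0% = vehicle wells and 100% = reference activator wells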
NR1D1 modulator: modulators of human Rev-erb alpha DNA binding; AID 1259318; 370,000 compounds, 0.79% hits; Rev-erbα–FITC-DNA binding, fluorescence polarization, 90 min; activity, % at 10 µM;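 active means activity above about 14%, limit read from the data; passing the limit was not always enough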;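 further: 0% = DMSO wells with 35 nM protein and 100% = DMSO wells with 750 nM protein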
Target sequence (P20393 whole entry, looked up): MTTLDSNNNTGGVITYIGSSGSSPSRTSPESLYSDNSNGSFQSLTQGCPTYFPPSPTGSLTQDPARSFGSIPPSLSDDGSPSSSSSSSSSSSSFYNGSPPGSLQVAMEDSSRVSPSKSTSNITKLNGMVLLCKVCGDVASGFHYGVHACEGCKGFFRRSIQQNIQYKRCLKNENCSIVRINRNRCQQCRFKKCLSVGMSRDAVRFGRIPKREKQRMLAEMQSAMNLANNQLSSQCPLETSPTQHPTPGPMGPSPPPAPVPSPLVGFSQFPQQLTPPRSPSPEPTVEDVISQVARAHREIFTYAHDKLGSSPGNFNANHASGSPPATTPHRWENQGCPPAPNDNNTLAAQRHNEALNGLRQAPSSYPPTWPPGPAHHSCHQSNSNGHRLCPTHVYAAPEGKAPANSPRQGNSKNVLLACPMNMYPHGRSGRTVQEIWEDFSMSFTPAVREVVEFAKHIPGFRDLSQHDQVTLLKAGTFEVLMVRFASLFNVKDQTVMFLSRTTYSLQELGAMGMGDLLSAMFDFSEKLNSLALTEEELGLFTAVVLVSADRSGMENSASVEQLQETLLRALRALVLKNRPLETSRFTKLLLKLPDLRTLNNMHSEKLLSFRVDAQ
ssDAF-12 act: S. stercoralis DAF-12 activation, primary screen | activation, % at 6.8 µM | AID 652126 | 370,000 compounds, 1% hits | HEK293 ssDAF-12/GRIP1 lit1-tk-luc reporter, luminescence; % of 3 µM dafachronic acid response;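 active means activation above the mean over all tested compounds plus 3 SD, cut at about 0.9% in these data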;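 further: 0% = DMSO-only wells and 100% = 3 µM delta7-dafachronic acid wells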
DAX1 inh-2: inhibits human nuclear receptor DAX1; HEK293 Gal4-DAX1 luciferase reporter, luminescence; inhibition, % at 6.75 µM; 340,000 compounds, 0.99% hits; AID 504766;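 active means inhibition above the mean over all tested compounds plus 3 SD, cut at about 4.2% in these data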;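 further: 0% = DAX1-transfected cells with DMSO and 100% = empty-vector control cells with DMSO; inhibition shows as a rise in luminescence from relieved DAX1 repression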
Target sequence (P51843 207-470 limits assumed): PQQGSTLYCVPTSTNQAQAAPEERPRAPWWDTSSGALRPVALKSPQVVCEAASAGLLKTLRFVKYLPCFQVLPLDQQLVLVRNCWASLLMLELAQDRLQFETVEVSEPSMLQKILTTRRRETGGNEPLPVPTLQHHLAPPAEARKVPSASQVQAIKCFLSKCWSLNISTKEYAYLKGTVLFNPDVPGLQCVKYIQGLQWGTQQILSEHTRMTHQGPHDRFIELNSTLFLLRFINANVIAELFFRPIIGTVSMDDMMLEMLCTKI
ADAM17 inh: inhibitors of human ADAM17. inhibition, % at 6.95 µM. recombinant ADAM17, EDANS/DABCYL FRET peptide cleavage. P78536. 370,000 compounds, 0.83% hits. AID 720648;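 active means inhibition above the mean of compounds lying between control limits plus 3 SD, set per campaign, cut at about 8.5% in these data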;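 further: 0% = DMSO-only wells as the low control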
hgDAF-12 ag: hgDAF-12 agonism, primary luciferase screen. AID 687014. activation, % at 6.8 µM. 370,000 compounds, 1.8% hits. HEK293 GAL4-hgDAF12 UAS-luciferase reporter, agonist luminescence; normalized to butyrate control;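 active means activation above a cutoff set at the mean of all screened compounds plus 3 SD, cut at about 10% in these data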;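 further: 0% = DMSO wells and 100% = sodium butyrate wells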
MBD2 DNA inh: inhibitors of human MBD2 binding to methylated oligonucleotide; AID 686964; TR-FRET; 370,000 compounds, 0.31% hits; inhibition, % at 4.4 µM; in the data active means inhibition above about 13%
PLCb3 inh: inhibitors of human phospholipase C beta3 | Q01970 | 370,000 compounds, 0.18% hits | Purified PLC-beta3, fluorogenic substrate, fluorescence | inhibition, % at 12.2 µM; in the data active means inhibition above about 11%;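 further: 0% = median of compound wells on plate and 100% = full blocker control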
* marks the source's active call; other numbers are inactive results; i = inactive; · = no result given.

SMILES	hcDAF-12 act	PLC-gamma1 inh	DAX1 inh-1	SMARCA2 act	NR1D1 modulator	ssDAF-12 act	DAX1 inh-2	ADAM17 inh	hgDAF-12 ag	MBD2 DNA inh	PLCb3 inh
Cc1ccc(C(NC(=O)NC(C)c2ccccc2)C(Cl)(Cl)Cl)cc1F (stereo not drawn)	-0.5	3	0.0	-2	11	-1.8	-1.8	2	-0.1	2	2
CCOC(=O)N1CCN(C(=O)Nc2ccc3nccnc3c2)CC1	1.1	-259	0.5	-2	5	-1.6	1.8	-58	-2.6	-1	-279
O=C(O)c1nn(CC(=O)N2CCCCCC2)c(=O)c2ccccc12	-1.0	1	0.5	-4	-1	-1.4	-0.1	-3	-2.6	-2	-5
CCOC(=O)N(C)c1c(CC)nc2c(OCc3ccccc3OC)cccn12	-1.7	-4	-0.3	-6	0	-1.7	·	2	-3.0	-2	-14
O=C(NN1C(=O)NC2(CCCCC2)C1=O)c1ccc(-c2ccc([N+](=O)[O-])cc2)o1	-2.0	-44	-2.8	-2	-6	-1.0	-0.5	-4	2.2	2	-69
COc1ccc(-c2nnc(NC(=O)C3CCCO3)s2)cc1 (stereo not drawn)	3.2	-4	2.0	3	-5	-0.2	1.3	-14	9.5	1	-2
O=C(OCc1nnc(-c2ccccc2)o1)c1cccc(-n2cnnn2)c1	2.1	-1	-1.1	1	4	-0.9	0.8	-6	1.2	-2	-8
O=C(NCCN1CCN(c2cccc(Cl)c2)CC1)c1cccn2c(=O)c3ccccc3nc12	-1.8	-144	-0.7	1	-2	-1.2	1.1	-13	0.4	-5	-218
COc1ccccc1C1CCN(Cc2ccc(C)cc2)CC1	-0.3	3	-0.1	-4	-3	-0.5	-0.2	6	1.0	3	-8
Cc1cc(-c2nnc(SCC(=O)Nc3ccc(F)cc3F)n2N)n[nH]1	-1.0	-3	0.0	-1	1	-0.9	0.7	-3	3.1	-4	-7
CC(=O)Nc1ccc(OCC(O)CN2C(C)CCCC2C)cc1 (stereo not drawn)	-0.5	2	-0.1	-1	2	0.4	-0.1	-5	0.2	1	-1
Cc1ccc2cc(NC(=O)CC(CC(=O)O)c3ccccc3)ccc2n1 (stereo not drawn)	-1.3	-41	0.0	-3	0	-1.2	1.6	-31	0.2	-2	-56
CCNc1nc(C(=O)O)nc(N2CCOCC2)n1	0.2	-2	-0.4	-3	1	-1.5	0.4	-3	-1.0	-4	-11
COC(=O)COc1cccc2c(=O)n(CC(=O)N3CCC(C)CC3)ccc12	0.9	3	0.7	-3	-2	-0.9	2.0	-10	2.9	0	-6
O=C(NCc1ccc(F)cc1)c1cc2sccc2n1Cc1ccc(F)cc1	-1.1	3	-0.8	-3	1	-1.2	·	7	-0.7	1	-3
COc1ccc(N2CCN(C(=O)CCC(=O)N3CC(C)Oc4ccccc43)CC2)cc1 (stereo not drawn)	0.5	2	-0.3	-3	-5	-0.8	-1.1	-5	-0.4	2	2
COC(=O)CCC(=O)OC1(C)C(=O)C=C2C=C(C3CC3)N(Cc3ccc(OC)cc3)C=C2C1=O (stereo not drawn)	0.6	-67	0.1	3	2	-1.0	-0.1	-16	-1.4	-6	-87
O=C(NCc1ccco1)c1cccc2c(-c3ccc(F)c(F)c3)coc12	-2.4	0	-0.7	4	0	-1.4	·	4	0.8	4	-2
CC(=O)Nc1cc(-c2ccccc2N(C)C)cn2c(-c3ccc(F)c(Cl)c3)cnc12	1.9	-110	0.1	2	2	-0.3	·	-19	0.8	-6	-139
Cc1nn(C2CCS(=O)(=O)C2)c(Cl)c1/C=C/C(=O)OCC(=O)c1cc(C)n(-c2ccc(F)cc2)c1C (stereo not drawn)	-4.3	-1	-2.8	-6	4	-3.2	-2.3	3	-8.4	1	0
Cc1ccnc(NC(=O)c2ccc(S(=O)(=O)N3CCCCC3)cc2)c1	-1.1	1	0.0	-1	-11	-1.5	0.6	-2	1.4	2	-2
Cc1ccc(-c2nnc(SCC(=O)N3CC(C)CC(C)C3)o2)cc1C (stereo not drawn)	-0.8	0	-0.1	-1	3	-1.7	1.6	-2	-2.8	-1	-4
CCOC(=O)c1cnc2c(N=Nc3cccc(Cl)c3)c(N)nn2c1N	0.8	1	-0.2	1	-1	-0.8	·	-9	1.2	2	3
O=C(Nc1ccc2c(c1)OCO2)c1ccc(CO)cc1	3.0	4	4.2*	4	3	0.2	0.6	-4	7.9	2	-8

Entries shown so far that contain an aryl thioether with sulfur outside any ring:
SMILES	hcDAF-12 act	PLC-gamma1 inh	DAX1 inh-1	SMARCA2 act	NR1D1 modulator	ssDAF-12 act	DAX1 inh-2	ADAM17 inh	hgDAF-12 ag	MBD2 DNA inh	PLCb3 inh
Cc1cc(-c2nnc(SCC(=O)Nc3ccc(F)cc3F)n2N)n[nH]1	-1.0	-3	0.0	-1	1	-0.9	0.7	-3	3.1	-4	-7
Cc1ccc(-c2nnc(SCC(=O)N3CC(C)CC(C)C3)o2)cc1C (stereo not drawn)	-0.8	0	-0.1	-1	3	-1.7	1.6	-2	-2.8	-1	-4

(listing goes on)
SMILES	hcDAF-12 act	PLC-gamma1 inh	DAX1 inh-1	SMARCA2 act	NR1D1 modulator	ssDAF-12 act	DAX1 inh-2	ADAM17 inh	hgDAF-12 ag	MBD2 DNA inh	PLCb3 inh
COc1ccc(Cl)cc1NC(=O)CN1CCCCCC1	-0.1	2	-0.7	-1	2	-1.4	0.9	-4	-1.9	4	-3
Cc1ccccc1C(=O)Nc1ccc2c(c1)C(=O)NC2=O	-0.5	-459	0.0	-1	-3	-1.1	1.5	-156	2.7	-5	i
CC(NC(=O)C1CCN(c2nnc(N3CCCC3=O)s2)CC1)c1ccccc1 (stereo not drawn)	-0.5	2	-0.2	-3	1	-0.8	-0.9	0	-1.6	-1	-2
COc1ccc(C(=O)NC2CCN(C(=S)NCCc3ccccc3)CC2)cc1	-3.1	0	-0.8	-2	6	-1.9	-0.3	-1	-2.1	6	4
O=C(NCc1ccc(F)cc1)C1CCCN1C(=O)Nc1ccccc1 (stereo not drawn)	-0.7	5	0.6	-2	0	-0.3	-0.2	3	-1.6	-5	-2
Cc1cc(NC(=O)c2ccoc2C)ccc1Br	3.3	-4	3.7*	4	0	-0.3	2.1	2	9.4	1	-6
Cc1cc(OCCn2ccnc2)cc(C(C)C)c1	-1.9	2	0.0	-3	-2	-1.3	-0.8	0	-2.7	-2	2
Cc1nc(SCc2ccc([N+](=O)[O-])cc2)nc2ccccc12	-0.9	-1	-0.4	-1	5	-1.5	0.7	-4	-0.3	0	-3
COc1cc(C2NC(=O)NC(C)=C2C(C)=O)ccc1O (stereo not drawn)	0.3	2	-0.5	-1	0	-1.5	0.3	-5	-2.1	3	-6
CCCOc1ccc(-c2nc(N3CCN(C)CC3)c3ccccc3n2)cc1	4.3	-28	1.2	5	-4	-0.3	2.8	-26	10	6	-43
Cc1cc(Br)ccc1NC(=O)CN(C)Cc1cccs1	-1.1	-1	-0.2	-2	2	-0.6	0.2	-1	1.9	1	-2
CC(C)C(=O)NNC(=O)c1csc(CS(=O)(=O)c2ccc(Cl)cc2)n1	0.1	-5	0.2	-1	0	-0.5	0.2	-1	-1.9	-2	-2

Sorted by molar mass (high to low): 4 of the compounds above.
SMILES	hcDAF-12 act	PLC-gamma1 inh	DAX1 inh-1	SMARCA2 act	NR1D1 modulator	ssDAF-12 act	DAX1 inh-2	ADAM17 inh	hgDAF-12 ag	MBD2 DNA inh	PLCb3 inh
CCCOc1ccc(-c2nc(N3CCN(C)CC3)c3ccccc3n2)cc1	4.3	-28	1.2	5	-4	-0.3	2.8	-26	10	6	-43
COc1ccc(Cl)cc1NC(=O)CN1CCCCCC1	-0.1	2	-0.7	-1	2	-1.4	0.9	-4	-1.9	4	-3
Cc1cc(NC(=O)c2ccoc2C)ccc1Br	3.3	-4	3.7*	4	0	-0.3	2.1	2	9.4	1	-6
Cc1ccccc1C(=O)Nc1ccc2c(c1)C(=O)NC2=O	-0.5	-459	0.0	-1	-3	-1.1	1.5	-156	2.7	-5	i

The results go on:
SMILES	hcDAF-12 act	PLC-gamma1 inh	DAX1 inh-1	SMARCA2 act	NR1D1 modulator	ssDAF-12 act	DAX1 inh-2	ADAM17 inh	hgDAF-12 ag	MBD2 DNA inh	PLCb3 inh
CCOC(=O)c1cc(C(=O)Nc2ccc(S(=O)(=O)Nc3ccc(OC)cc3)cc2)nn1C	-3.3	2	-3.4	-4	1	-1.2	-1.5	8	-0.4	-2	0
Cc1[nH]ccc(=O)c1Cc1c(Cl)cccc1Cl	-0.2	-1	-0.4	1	-7	-1.1	0.6	-5	0.8	3	4
O=C(CCC(=O)NNC(=O)c1ccc(Cl)cc1Cl)NCc1ccccc1	0.9	-3	1.1	1	-9	-1.2	0.7	-4	1.7	-5	-6
Cc1ccc(C)c(S(=O)(=O)N2CCN(C(=O)CCc3c[nH]c4ccccc34)CC2)c1	-0.6	-5	1.4	-2	-4	-1.1	0.2	1	-0.9	2	-5
CCCn1cnc2c(SCCc3ccccc3)nc(N)nc21	0.8	-15	1.3	7	0	-0.8	1.8	-35	6.2	-1	-13
CC1=CSC2=NS(=O)(=O)CCN12	0.8	3	0.7	-5	-1	-1.8	0.3	-4	-1.5	2	-4
CCOc1ccc(/C=N/NC(=O)Cc2ccccc2)cc1CN1CC2CC(C1)c1cccc(=O)n1C2 (stereo not drawn)	-3.9	2	-0.8	-5	3	-1.0	0.5	-2	1.4	-2	0
COc1ccc(C(C)=O)cc1CN1C(=O)NC2(CCCCCC2)C1=O	-1.8	1	1.2	0	-2	-1.5	0.1	0	-1.5	-3	4
Cc1ccc(C(=O)O)cc1N1C(=O)c2cccc3c([N+](=O)[O-])ccc(c23)C1=O	-0.1	i	0.2	-2	3	-0.8	1.4	0	-1.0	0	i
COc1ccc(CNC(=O)Cn2cc(C)c(=O)[nH]c2=O)cc1	-0.3	0	1.5	1	5	-1.2	0.4	1	-0.7	-8	3
Cc1cc(N2CCN(S(=O)(=O)c3ccc(Cl)c(Cl)c3)CC2)c2ccccc2n1	0.8	-2	-0.7	-5	-4	-1.9	1.9	3	0.1	-1	8
Cc1cccc(N2C(=O)c3cccnc3C2=O)c1	-1.0	3	0.1	-1	2	-0.7	-1.2	-3	0.5	2	2
Cc1ccc(Nc2nc3ccc(Cl)cc3n3cnnc23)cc1F	-1.6	-21	-0.3	1	-1	-1.2	-1.2	1	-0.9	1	-38
COc1ccc(CN=C2NN=C(c3cccc(OC)c3)CS2)cc1	-0.8	3	0.1	1	1	-0.6	1.0	-1	1.2	1	-7
O=[N+]([O-])c1ccc(/C=N/n2c(COc3ccccc3)n[nH]c2=S)cc1	-1.6	3	0.2	2	2	-0.9	1.4	2	0.0	-4	3
Cc1ccc(F)cc1C(=O)N(Cc1ccccn1)CC1CCCO1 (stereo not drawn)	1.7	0	-0.8	-2	10	-0.6	·	-2	-0.5	6	3
Cn1cc(CNCC2CCCO2)c(-c2ccc(Oc3ccccc3)cc2)n1 (stereo not drawn)	-0.3	2	0.5	-2	-4	-1.1	-0.2	1	0.1	-1	-3
CC(C)C[C@H](NC(=O)N1CC(=O)Nc2ccccc21)C(=O)N[C@@H](Cc1ccccc1)C(=O)O	-0.7	2	0.6	2	0	-1.3	3.2	0	-0.8	2	4

Compound activity deposited in PubChem by several laboratories.
